# Compound activity: PubChem, several laboratories
# ssDAF12 agonist – S. stercoralis DAF-12 activation, primary screen; HEK293 ssDAF-12/GRIP1 lit1-tk-luc reporter, luminescence; % of 3 µM dafachronic acid response; AID 652126; activation, % at 6.8 µM; 370,000 tested, 1% active;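 active = activation above the mean over all tested compounds plus 3 SD, cut at about 0.9% in these data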;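 also: 0% = DMSO-only wells and 100% = 3 µM delta7-dafachronic acid wells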
# HGIII-sPLA2 inh – Blocks human group III sPLA2 activity; Q9NZ20; QFRET BODIPY PC-A2 liposome hydrolysis, fluorescence; inhibition, % at 12.2 µM; 370,000 tested, 0.56% active; AID 743126;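 active = inhibition above mean plus 3 SD of compounds lying within the high and low control bounds, cut at about 19% in these data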;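 also: 0% = median of test compound wells and 100% = no enzyme DMSO wells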
# hgDAF-12 ag – hgDAF-12 agonism, primary luciferase screen | activation, % at 6.8 µM | AID 687014 | 370,000 tested, 1.8% active | HEK293 GAL4-hgDAF12 UAS-luciferase reporter, agonist luminescence; normalized to butyrate control;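 active = activation above a cutoff set at the mean of all screened compounds plus 3 SD, cut at about 10% in these data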;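 also: 0% = DMSO wells and 100% = sodium butyrate wells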
# hcDAF-12 act – activates DAF-12 receptor from parasite H. contortus; HEK293 hcDAF-12 lit1-tk-luc reporter, luminescence; 0% DMSO, 100% Δ7-dafachronic acid; activation, % at 6.8 µM; 370,000 tested, 1.4% active; AID 652067;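 active = activation above the mean of all tested compounds plus 3 SD, cut at about 5.5% in these data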;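 also: 100% = response to 3 µM Δ7-dafachronic acid high control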
# DAX1 inh-1 – blocks DAX1 repression of SF-1 activated StAR promoter. AID 652010. HEK293T StAR-luciferase reporter, SF-1/DAX-1 repression relief. inhibition, % at 6.8 µM. 370,000 tested, 1.1% active;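 active = inhibition above the mean over all tested compounds plus 3 SD, cut at about 3.6% in these data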;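 also: 0% = DAX-1 cells with DMSO and 100% = cells lacking DAX-1 with DMSO; higher inhibition means more luminescence from relief of DAX-1 repression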
# SMARCA2 activ – SMARCA2 function activation, primary screen; AID 652017; MG213 cells, MMTV-luciferase reporter, dexamethasone, overnight; activation, % at 9.1 µM; 370,000 tested, 1% active; in the data active = activation above about 7.8%;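 also: 0% = vehicle wells and 100% = reference activator wells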
# GAA850 FXN act – activators of GAA850 frataxin (FXN) promoter | activation, % at 6 µM | AID 540364 | 360,000 tested, 0.56% active | HEK293 lucGAA850 FXN promoter luciferase reporter, 24 h; percent of 10 µM SAHA response;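 active = activation above the average of all compounds screened plus 3 SD, cutoff fixed separately per campaign, cut at about 7.5% in these data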;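 also: 0% = DMSO wells and 100% = 10 µM SAHA wells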
# ADAM10 inh – inhibitors of human ADAM10 | inhibition, % at 7 µM | 370,000 tested, 0.62% active | recombinant ADAM10, EDANS/DABCYL FRET peptide cleavage, 3 h | O14672 | AID 720582;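 active = inhibition above a per-campaign cutoff equal to the mean of compounds falling between control-based bounds plus 3 SD, cut at about 20% in these data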;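 also: 0% = DMSO wells while the 100% control is not disclosed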
# NPR1 activator – GC-A (human) enzyme activation; P16066; HEK293 GC-A cells, cGMP TR-FRET, EC30 ANP; 0% at EC30 ANP, 100% saturating ANP; activation, % at 10 µM; 370,000 tested, 0.14% active; in the data active = activation above about 40%
# DAX1 inh-2 – NR0B1 (DAX1) inhibition. HEK293 Gal4-DAX1 luciferase reporter, luminescence. AID 504766. P51843. 340,000 tested, 0.99% active. inhibition, % at 6.75 µM;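 active = inhibition above the mean over all tested compounds plus 3 SD, cut at about 4.2% in these data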;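 also: 0% = DAX1-transfected cells with DMSO and 100% = empty-vector control cells with DMSO; inhibition shows as a rise in luminescence from relieved DAX1 repression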
# NPR2 activator – GC-B (human) receptor activation. HEK293-GC-B cells, CNP EC30, cGMP TR-FRET; 0% at EC30 CNP, 100% saturating CNP. activation, % at 10 µM. 370,000 tested, 0.11% active;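 active = activation at 10 µM reaching about 35% in either raw or pattern-adjusted values, limit read from the data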
# Target sequence (P20594 whole entry, looked up): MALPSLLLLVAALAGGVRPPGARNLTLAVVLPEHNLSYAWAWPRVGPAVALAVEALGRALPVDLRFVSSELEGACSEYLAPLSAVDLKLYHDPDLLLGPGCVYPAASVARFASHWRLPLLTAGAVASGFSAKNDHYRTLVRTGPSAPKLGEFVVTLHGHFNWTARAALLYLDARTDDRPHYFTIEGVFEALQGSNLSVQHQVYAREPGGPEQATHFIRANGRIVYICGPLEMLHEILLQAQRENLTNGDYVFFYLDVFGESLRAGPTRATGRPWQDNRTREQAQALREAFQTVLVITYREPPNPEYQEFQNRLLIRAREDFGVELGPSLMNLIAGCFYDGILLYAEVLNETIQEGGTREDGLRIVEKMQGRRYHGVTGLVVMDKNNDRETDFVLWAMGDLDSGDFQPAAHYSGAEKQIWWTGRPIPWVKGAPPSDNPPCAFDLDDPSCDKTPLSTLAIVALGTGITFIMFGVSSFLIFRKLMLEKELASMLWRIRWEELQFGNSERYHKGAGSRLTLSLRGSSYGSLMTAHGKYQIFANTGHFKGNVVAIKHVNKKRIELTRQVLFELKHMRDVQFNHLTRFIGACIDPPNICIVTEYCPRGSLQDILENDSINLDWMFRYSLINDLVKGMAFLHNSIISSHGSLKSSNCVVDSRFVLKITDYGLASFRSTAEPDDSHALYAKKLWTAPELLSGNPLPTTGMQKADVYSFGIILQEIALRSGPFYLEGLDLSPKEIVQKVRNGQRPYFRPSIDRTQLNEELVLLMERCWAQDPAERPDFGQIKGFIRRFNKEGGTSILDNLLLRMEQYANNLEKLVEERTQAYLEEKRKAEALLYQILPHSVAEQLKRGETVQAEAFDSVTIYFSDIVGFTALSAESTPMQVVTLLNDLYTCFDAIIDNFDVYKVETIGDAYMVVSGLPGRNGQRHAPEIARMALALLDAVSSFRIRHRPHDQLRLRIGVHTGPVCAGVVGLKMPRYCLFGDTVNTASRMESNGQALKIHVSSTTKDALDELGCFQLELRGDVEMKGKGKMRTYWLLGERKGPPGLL
# An asterisk follows results filed as active; . = no result given.
SMILES,ssDAF12 agonist,HGIII-sPLA2 inh,hgDAF-12 ag,hcDAF-12 act,DAX1 inh-1,SMARCA2 activ,GAA850 FXN act,ADAM10 inh,NPR1 activator,DAX1 inh-2,NPR2 activator
CC(CN1CCOCC1)OC(=O)COc1ccc(F)cc1 (centres undefined),-0.8,-1,0.0,-0.6,0.4,-1,1.2,-6,0,0.6,1
O=C(O)CCCNS(=O)(=O)Cc1ccccc1,-0.6,-2,-0.2,-1.0,-0.3,0,0.9,-2,-1,0.6,3
COc1ccc(N(C(=O)CNC(=O)c2cccs2)C(C(=O)NC2CCCC2)c2cccnc2)cc1 (centres undefined),-1.6,3,-0.9,-1.1,0.5,-4,-0.1,-3,0,-0.7,-1
O=C(COC(=O)c1cccc(O)c1)NCc1ccc2c(c1)OCO2,-1.5,-10,-2.3,-2.0,-0.6,-2,1.8,0,3,1.2,0
O=C(NCc1ccccn1)Nc1cccc([N+](=O)[O-])c1,-0.5,0,-0.3,-0.6,2.1,-1,1.1,7,3,0.4,1
O=C(O)CN1C(=O)/C(=C\c2ccccc2OCc2ccc(Cl)cc2)SC1=S,-0.9,-41,0.6,1.4,0.8,3,0.8,10,-1,0.5,3
CCc1ccc(/C=C2\SC(N3CCCC3)=NC2=O)cc1,-1.8,-6,4.8,-2.2,-0.6,1,-0.3,-2,-4,-1.8,-2
COCCNC(=O)C1(C)CCCN(C(=O)c2cccc(OC(F)(F)F)c2)C1 (centres undefined),-1.1,6,3.9,-0.1,-0.6,-2,-0.7,-18,-1,.,-3
CC[C@@]12C(=O)N(c3cccc(C)c3)C(=O)N1[C@H](c1ccc(Br)cc1)[C@@H]1C(=O)N(C(C)(C)C)C(=O)[C@@H]12,-1.1,-32,-2.2,-1.0,-0.4,-1,16*,14,-7,-0.3,-9
Cn1c(=O)c2c(nc(SCC(=O)NCC3CCCO3)n2Cc2ccc(F)cc2)n(C)c1=O (centres undefined),-1.7,2,0.0,-0.9,-1.0,-1,0.4,2,3,-1.0,1
Cc1cc(Br)cc(/C=N/NC(=O)c2ccc3c(c2)OCO3)c1O,-0.7,36*,1.1,-1.4,-1.0,-1,-1.8,-4,-10,1.7,-16
CCCCCC[C@@H](CN(CCCC)S(C)(=O)=O)c1ccccc1,-0.8,12,2.4,-2.3,-1.7,-1,.,17,-7,.,3
CCCCCC(=O)N1C[C@@H](n2cc(-c3ccc(F)cc3)nn2)[C@H](O)C[C@@H]1c1ccccc1,-0.8,-14,2.4,-0.9,-2.0,0,-4.2,3,0,0.9,0
COc1ccc(-c2cc3cc(OC)c(OC)cc3cn2)cc1,-1.1,-30,2.9,0.0,0.4,7,6.0,-308,6,1.2,-7
Cc1ccc(S(=O)(=O)N(C)Cc2ccc(-c3nnco3)cc2)cc1,-0.9,-1,-3.9,0.2,-0.5,-1,-0.4,1,1,-0.5,2
COc1ccc(-c2c(C(=O)O)c(-c3ccccc3)cn2C)cc1,-0.7,8,8.0,0.8,0.2,4,0.8,-2,5,0.6,2
Cc1ccc(NC(=S)N=Nc2c(O)n(C)c3ccc(S(=O)(=O)N4CCOCC4)cc23)cc1,-0.8,10,2.5,-1.4,-0.1,-6,-0.1,11,9,0.7,2
Cc1cc(C)c(NC(=O)c2ccc3c(c2)CCN3S(C)(=O)=O)c(C)c1,-0.6,3,-1.3,-1.3,-0.8,-3,-0.4,6,-1,1.5,-3
COc1ccc(/C=N/NC(=O)CNC(=O)/C=C/c2ccco2)cc1OC,-0.5,7,-1.3,1.0,-0.8,2,3.7,0,5,1.6,5
CC(=O)N(CCCN(C)C)Cc1ccccn1,-0.9,11,-1.9,0.9,0.0,-1,0.5,5,4,1.2,1
N#CCCN1CCC(NC(=O)OCc2ccccc2)CCC1=O (centres undefined),-1.0,-2,1.0,-1.1,0.0,0,-0.4,-1,0,0.1,-5
CC(C)NC(=O)[C@@H]1C[C@@]1(C)[C@@H](NC(=O)OCc1ccccc1)c1ccccc1,-1.1,6,-2.6,1.2,-0.5,1,-3.4,8,-2,0.4,9
COc1ccc(-c2cc(C(=O)NCC3CCCO3)c3cc(C(C)C)ccc3n2)cc1 (centres undefined),-1.2,-3,0.1,0.6,-0.2,-2,-0.1,-371,6,-0.7,-3
CCOc1ccc(N(C(=O)c2snc(C(N)=O)c2N)C(C(=O)NCC2CCCO2)c2ccc(C)o2)cc1 (centres undefined),-1.2,-2,-0.6,-1.9,-0.4,1,-0.5,-2,-1,-0.3,-1
CCOc1ccc2nc(NC(=O)c3ccco3)sc2c1,0.4,-5,16*,5.1,2.3,1,0.7,-1,-3,-3.9,-7
CCOC(=O)C1=C(C)NC(=O)NC1c1c(OCC(=O)N2CCCCC2)ccc2ccccc12 (centres undefined),-0.9,-1,0.5,-0.3,-0.8,2,-0.8,-2,-8,0.8,-4
CCOC(=O)N1CCN(C(=O)CCC(=O)N2CCOc3ccc(C)cc32)CC1,-1.2,6,1.1,-0.7,0.3,-3,1.3,0,4,-0.1,1
C=CCc1ccccc1OCC(O)CNC (centres undefined),-1.2,11,1.2,-0.8,-0.2,-2,3.8,8,1,-0.7,2
CC1(C(=O)NS(=O)(=O)c2ccc(Cl)s2)CCN1C(=O)C1(c2ccc(Cl)cc2)CC1 (centres undefined),-1.4,-10,-1.3,0.0,-1.1,-4,0.5,-15,3,.,2
CS(=O)(=O)N(CC(=O)NCc1ccco1)c1cccc([N+](=O)[O-])c1,-1.0,-1,-1.8,3.0,-0.6,-3,-0.7,-5,1,-0.7,5

# Reprinted at random: 5 entries already listed, in no set order.
SMILES,ssDAF12 agonist,HGIII-sPLA2 inh,hgDAF-12 ag,hcDAF-12 act,DAX1 inh-1,SMARCA2 activ,GAA850 FXN act,ADAM10 inh,NPR1 activator,DAX1 inh-2,NPR2 activator
CS(=O)(=O)N(CC(=O)NCc1ccco1)c1cccc([N+](=O)[O-])c1,-1.0,-1,-1.8,3.0,-0.6,-3,-0.7,-5,1,-0.7,5
C=CCc1ccccc1OCC(O)CNC (centres undefined),-1.2,11,1.2,-0.8,-0.2,-2,3.8,8,1,-0.7,2
CCOC(=O)N1CCN(C(=O)CCC(=O)N2CCOc3ccc(C)cc32)CC1,-1.2,6,1.1,-0.7,0.3,-3,1.3,0,4,-0.1,1
CCOc1ccc2nc(NC(=O)c3ccco3)sc2c1,0.4,-5,16*,5.1,2.3,1,0.7,-1,-3,-3.9,-7
COc1ccc(-c2c(C(=O)O)c(-c3ccccc3)cn2C)cc1,-0.7,8,8.0,0.8,0.2,4,0.8,-2,5,0.6,2

# Additional records.
SMILES,ssDAF12 agonist,HGIII-sPLA2 inh,hgDAF-12 ag,hcDAF-12 act,DAX1 inh-1,SMARCA2 activ,GAA850 FXN act,ADAM10 inh,NPR1 activator,DAX1 inh-2,NPR2 activator
CCOC(=O)C1=CC[C@@H](c2ccccc2)N(S(=O)(=O)c2ccc(C)cc2)[C@H]1C#N,-1.3,16,2.4,-1.0,1.0,3,.,-9,-2,.,-12
COc1ccc(/C=C\c2onc(C)c2S(=O)(=O)N2CCC(C(=O)NCc3ccco3)CC2)cc1,-1.5,-19,-2.5,-1.9,-0.8,4,0.2,7,-1,0.4,-3
O=C(Nc1ccccc1C(=O)NC(Cc1ccccc1)C(=O)O)c1ccccc1 (centres undefined),-1.2,0,3.6,0.1,0.1,-2,2.0,3,1,0.4,0
CCOC(=O)c1c(NC(=O)c2c(Br)cnn2CC)sc(C)c1C,-0.3,2,3.3,-1.3,0.5,1,0.2,3,2,0.7,9
Cc1nc2ccccc2cc1C(=O)N/N=C/c1ccccc1[N+](=O)[O-],-0.9,-9,1.9,-2.2,-0.7,-2,-0.4,4,-2,-0.2,2
Cc1c(CC(=O)O)c(=O)oc2c(C)c3occ(-c4ccc(Br)cc4)c3cc12,-1.3,-2,2.3,-0.4,-0.2,-3,1.0,-27,3,1.2,3
O=C(CSc1nnc(NC(=O)c2cccc(F)c2)s1)NC1CCCC1,-1.3,15,1.4,0.9,0.8,-3,1.2,-8,-2,1.3,7
Cc1ccc(C(=O)CNc2nc3c(c(=O)[nH]c(=O)n3C)n2Cc2ccccc2)cc1,-0.9,8,-2.8,-1.0,0.2,3,0.8,-5,19,0.8,18
C=CCN1C=C(C(=O)c2ccccc2)C(=O)CC1,-1.3,5,0.7,-1.5,0.1,0,-1.9,-9,1,-0.7,0
Cc1ccc(C)c(NC(=O)CN(C)C(=O)c2cc3ccccc3o2)c1,-1.1,4,2.7,-0.6,0.2,1,1.9,1,-2,-0.6,-2
